# Screens: PubChem, several laboratories
# HTR5A ag ctr: HTR5A agonism, opioid heterodimer counter-screen | P47898 | HTR5A agonist assay, luminescence, cell-based | 0.61% of 340,000 active | activation, % at 9.3 µM; in the data active = activation mostly above about 9.5%, no sharp cut-off; inactive = mostly below about 7.6%;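 note: 0% = cells with vehicle only and 100% = reference agonist; strong numbers were not always called active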
# DSG3 Ab inh: inhibitors of pemphigus antibody binding to human desmoglein-3; P32926; DSG3-coupled beads, scFv-anti-DSG3-GFP binding, flow cytometry; stronger effect = lower value; binding (percent of control), % at 10 µM; 0.48% of 310,000 active; AID 588358;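 active = binding more than 3 SD below its plate's average and above zero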;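 note: hits lower antibody fragment binding to DSG3; some compounds called inactive have numbers as strong as hits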
# HTR5A inv ctr: counter-screen for OPRM1-OPRD1 inverse agonists: human HTR5A inverse agonism. P47898. HTR5A cell line, luminescence. inhibition, % at 9.3 µM. 0.083% of 340,000 active. AID 504634; in the data active = inhibition mostly above about 23%, no sharp cut-off; inactive = mostly below about 18%;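 note: 0% = cells with DMSO and 100% = no-cell wells with DMSO; some compounds called inactive have numbers as strong as hits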
# E coli growth: bacterial growth inhibition, counter-screen for AddAB inhibitors; E. coli V3065 growth, OD600 absorbance, 18 h; AID 449728; 0.27% of 330,000 active; inhibition, % at 11.9 µM;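 active = inhibition above the campaign's mean inhibition across all tested compounds plus 3 SD, cut at about 9.9% in these data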;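 note: uninfected addAB+ strain grown without phage in ampicillin broth; 0% = DMSO wells and 100% = ciprofloxacin 0.95 µg/ml wells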
# SUMO Mot1 rescue: inhibitors of SUMOylation pathway: yeast Mot1-301 growth rescue; S. cerevisiae Mot1-301 growth rescue, ATP luminescence, 38.5C; percent above DMSO median, 100 means doubled; growth rescue, % at 18.8 µM; 1% of 320,000 active;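 active = every valid replicate shows activation above 250% relative to neutral control wells; inactive = the rest, any valid replicate at or below 250%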;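 note: OY570 slx delta 5 strain wells were the positive control but not used for scaling; some compounds called inactive have numbers as strong as hits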
# PKA-R1A act: activators of PKA-R1A complex; PKA-R1A dissociation, Cy5-IP20 fluorescence polarization; scaled: DMSO 0%, 113 µM cGMP 100%; activation, % at 11.4 µM; 0.083% of 340,000 active;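 active = percent activation above the mean of all tested compounds plus 3 SD, cut at about 19% in these data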;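 note: higher means more PKAc released from R1A so a rise in polarization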
# PfHsp90 set2: reduces growth (ATP signal) of yeast expressing P. falciparum Hsp90; S. cerevisiae expressing PfHsp90, BacTiter-Glo ATP, 48 h; yeast lacking PDR1 and PDR3 efflux regulators; inhibition, % at 9.4 µM; 0.32% of 310,000 active;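 active = every replicate shows inhibition above about 80%, whatever the replicate mean, limit read from the data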;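 note: 0% = DMSO neutral controls and 100% = 20 µM radicicol positive controls; yeast relying on Plasmodium falciparum Hsp90 in place of its own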
# OPRM1-OPRD1 inv: inverse agonist of human OPRM1-OPRD1 heterodimerization; cell-based MOR-DOR heterodimer luminescence, inverse agonism; inhibition, % at 9.3 µM; 0.21% of 340,000 active; in the data active = inhibition above about 22%, passing the limit was not always enough;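 note: 0% = cells with DMSO and 100% = wells without cells with DMSO; values of inactives mirror those of a sister screen read the other way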
# Target sequence (P35372 whole entry, looked up): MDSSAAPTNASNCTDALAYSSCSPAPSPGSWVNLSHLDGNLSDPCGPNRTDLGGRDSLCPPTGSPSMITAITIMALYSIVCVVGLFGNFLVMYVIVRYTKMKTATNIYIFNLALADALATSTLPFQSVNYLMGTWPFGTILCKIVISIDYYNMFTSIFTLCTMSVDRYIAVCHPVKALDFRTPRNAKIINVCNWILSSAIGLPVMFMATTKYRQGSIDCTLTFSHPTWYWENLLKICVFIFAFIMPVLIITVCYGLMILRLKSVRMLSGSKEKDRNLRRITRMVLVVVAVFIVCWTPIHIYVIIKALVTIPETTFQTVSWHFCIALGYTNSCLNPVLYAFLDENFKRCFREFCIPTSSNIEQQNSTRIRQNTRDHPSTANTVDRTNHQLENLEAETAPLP
# Target sequence (P41143 whole entry, looked up): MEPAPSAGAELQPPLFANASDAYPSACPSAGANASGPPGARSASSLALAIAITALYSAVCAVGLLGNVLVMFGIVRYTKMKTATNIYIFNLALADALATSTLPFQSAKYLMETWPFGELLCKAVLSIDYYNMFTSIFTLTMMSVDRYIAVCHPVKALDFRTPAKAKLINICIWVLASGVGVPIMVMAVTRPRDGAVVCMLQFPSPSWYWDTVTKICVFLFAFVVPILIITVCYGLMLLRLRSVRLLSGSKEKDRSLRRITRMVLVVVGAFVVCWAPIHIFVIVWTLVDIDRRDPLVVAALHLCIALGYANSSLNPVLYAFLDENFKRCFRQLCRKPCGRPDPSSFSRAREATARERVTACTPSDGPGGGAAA
# AddAB inh: less growth of phage-infected E. coli with AddAB; inhibition, % at 11.9 µM; E. coli expressing H. pylori AddAB, absorbance growth; 0.29% of 330,000 active; in the data active = inhibition above about 12%;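 note: 0% = vehicle wells of infected cells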
# phage Ecoli inh: E. coli growth loss with phage present; growth absorbance; inhibition, % at 11.9 µM; 0.26% of 360,000 active; in the data active = inhibition above about 11%
# MOR-DOR ag: OPRM1-OPRD1 heterodimerization agonism. AID 504326. cells, luminescence. activation, % at 9.3 µM. 0.3% of 340,000 active. P35372+P41143; in the data active = activation above about 18%;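 note: 0% = vehicle-treated cells and 100% = reference agonist; values of inactives mirror those of a sister screen read the other way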
# * = called active by the depositor; / = no result given. Rows are unselected; any-hit rate near 3.2%.
SMILES,HTR5A ag ctr,DSG3 Ab inh,HTR5A inv ctr,E coli growth,SUMO Mot1 rescue,PKA-R1A act,PfHsp90 set2,OPRM1-OPRD1 inv,AddAB inh,phage Ecoli inh,MOR-DOR ag
O=c1c2[nH]c3ccccc3c2nc2n1CCCS2,/,98,/,1.0,2,/,-44,/,4.7,3.6,/
CCCCn1c(C)nc2cc(S(=O)(=O)N3CCOCC3)ccc21,1,98,-16,2.5,7,-2,/,-4,2.5,-0.5,1.1
COc1cc(C(C(=O)NC2CCCCC2)N(Cc2cccs2)C(=O)Cc2c[nH]c3ccccc23)cc(OC)c1OC (stereo not given),-2,101,5,3.1,97,-2,1,15,1.6,1.1,-2.8
COc1ccc(C(O)(CCc2ccccc2)CCN2CCCCC2)cc1 (stereo not given),/,104,/,0.1,119,/,7,/,4.8,1.0,/
CCc1nnc(NC(=O)C(C)C)s1,5,107,0,-0.7,4,1,5,7,1.3,0.0,-1.2
Cc1ccc(C(=O)NNC(=O)c2cc(C)nc3ccccc23)cc1,10,112,-26,-0.9,1,1,17,-5,0.4,0.7,1.2
Cc1ccc(NC(=O)c2ccc(F)cc2F)cc1NS(C)(=O)=O,/,102,/,1.9,73,/,/,/,-0.4,2.4,/
COc1ccccc1N1C(=O)c2cccnc2C1=O,-4,120,14,-1.5,15,0,13,15,-0.5,0.5,-3.1
O=C(O)CSc1nnc(NC(=O)c2ccc3c(c2)OCO3)s1,1,99,-3,0.3,80,3,18,10,-0.3,5.8,-1.7
COC(OC)c1ccnc(SCc2ccccc2Cl)n1,-2,107,3,-3.0,-9,-5,-19,-11,1.6,0.9,2.2
CSCCC(NC(=O)c1ccc(Cl)cc1Cl)C(=O)NNC(=O)c1csc(N2CCOCC2)n1 (stereo not given),0,112,11,0.1,230,0,-24,11,-0.6,2.7,-3.4
CC(=O)NC1=NC(=O)/C(=C/c2cc(C)n(-c3ccc(NC(C)=O)cc3)c2C)S1,-3,107,-47,0.8,-12,-2,/,-312,-0.9,-0.6,60*
CCCOc1cccc(C2C(C(=O)c3cccs3)=C(O)C(=O)N2CCN2CCOCC2)c1 (stereo not given),3,96,-10,-0.9,-1,-2,-1,3,2.3,1.1,-0.6
CCOC(=O)CN=C(NS(=O)(=O)c1ccc(Cl)cc1)c1ccccc1,0,103,0,-0.3,432,-7,9,11,3.9,2.6,-1.9
Cc1ccc(C(C)NC(=O)c2cccs2)cc1 (stereo not given),4,104,-6,0.0,73,-5,1,8,4.1,4.7,-1.6
COc1ccc(OC)c(NC(=O)Cn2cccc2)c1,-2,94,0,-1.0,2,-9,3,18,0.4,/,-3.4
CSCCC(NS(=O)(=O)c1ccc2c(c1)oc(=O)n2C)C(=O)NCc1ccc(C)cc1 (stereo not given),-1,84,0,0.8,76,-4,-2,12,0.8,-0.1,-2.4
CCCCn1c(SCC(=O)NNC(=O)c2ccco2)nnc1-c1ccco1,/,104,/,0.0,-13,/,-12,/,3.6,4.3,/
O=C(CSc1nccc(=O)[nH]1)Nc1cccc2ccccc12,4,109,-10,0.9,12,2,-8,12,2.5,4.5,-2.3
CN(CC(=O)Nc1ccccc1Cl)C(=O)CSc1nnc(-c2ccco2)o1,0,104,-12,1.8,-1,-5,12,5,3.6,1.2,-1.0

# 5 compounds already listed, sorted by heavy-atom count, ascending.
SMILES,HTR5A ag ctr,DSG3 Ab inh,HTR5A inv ctr,E coli growth,SUMO Mot1 rescue,PKA-R1A act,PfHsp90 set2,OPRM1-OPRD1 inv,AddAB inh,phage Ecoli inh,MOR-DOR ag
O=c1c2[nH]c3ccccc3c2nc2n1CCCS2,/,98,/,1.0,2,/,-44,/,4.7,3.6,/
Cc1ccc(NC(=O)c2ccc(F)cc2F)cc1NS(C)(=O)=O,/,102,/,1.9,73,/,/,/,-0.4,2.4,/
COc1ccc(C(O)(CCc2ccccc2)CCN2CCCCC2)cc1 (stereo not given),/,104,/,0.1,119,/,7,/,4.8,1.0,/
CN(CC(=O)Nc1ccccc1Cl)C(=O)CSc1nnc(-c2ccco2)o1,0,104,-12,1.8,-1,-5,12,5,3.6,1.2,-1.0
CSCCC(NS(=O)(=O)c1ccc2c(c1)oc(=O)n2C)C(=O)NCc1ccc(C)cc1 (stereo not given),-1,84,0,0.8,76,-4,-2,12,0.8,-0.1,-2.4

# More results
SMILES,HTR5A ag ctr,DSG3 Ab inh,HTR5A inv ctr,E coli growth,SUMO Mot1 rescue,PKA-R1A act,PfHsp90 set2,OPRM1-OPRD1 inv,AddAB inh,phage Ecoli inh,MOR-DOR ag
CCN(CC)CCCNC(=O)Cn1nc([N+](=O)[O-])c(Cl)c1C,-3,96,9,3.4,23,-3,-11,1,-0.2,2.2,-0.2
O=C(Nc1ccccc1)Nc1ccc(C(=O)N2CCCC2)cc1,5,94,-11,-3.1,-47,0,48,-13,1.2,3.0,2.6
CNC(=S)Nc1cccc([N+](=O)[O-])c1,2,103,-7,3.0,3,5,-43,3,1.5,2.3,-0.5
O=C(CCS(=O)(=O)c1ccc(Br)cc1)Nc1ccccn1,2,102,-8,-2.1,-18,6,-5,12,-1.6,1.6,-2.4
CC(=O)N1CCCN(Cc2cn(-c3cc(C)ccc3C)nc2-c2ccccc2)CC1,-6,103,-13,0.8,19,3,/,-38,1.4,1.4,7.3
C/C(=N\NC(=O)CSc1nc2ccccc2o1)c1cccc(O)c1,9,91,-24,-0.4,-10,-5,16,1,-2.3,0.0,-0.1
Cc1ccc(CN2CCC(CNC(=O)Nc3ccccc3F)CC2)cc1,0,105,0,-2.9,180,6,-12,-5,-0.3,2.5,1.1
CCN(CC)S(=O)(=O)c1ccc(N2CCc3ccccc3C2)nc1,-1,102,3,0.1,-13,9,-13,2,5.5,0.6,-0.4
C=C1C(=O)C23C(O)C1CCC2C12CCCC(C)(COC(C)=O)C1C(O)C3(O)OC2 (stereo not given),0,/,2,/,/,3,-2,41,/,1.1,-8.4
Cc1ccc(Cn2c(CN3CC(C)OC(C)C3)nc3c2c(=O)[nH]c(=O)n3C)cc1 (stereo not given),4,97,21,-2.6,-10,-4,28,2,1.9,4.0,-0.4
O=C(Nc1ccc(O)c(-c2nc3ccccc3s2)c1)C1=COCCO1,-2,127,0,-0.9,1,10,-8,26,-0.2,2.0,-4.8
O=C(COc1ccccc1)NCC(=O)N1CCCCCC1,-1,99,2,1.8,-9,1,-1,8,1.6,3.1,-1.5
CC(=O)Nc1ccc(NC(=O)CSc2nnc(-c3cc(C)[nH]n3)n2N)cc1,-1,87,-1,-0.2,15,9,-9,13,3.0,1.7,-2.5
Nc1scc[n+]1Cc1cccc2cccnc12,6,100,-17,1.3,17,-10,2,6,0.6,2.9,-1.1
COc1cc(CN(C2CCCCC2)S(=O)(=O)c2ccc(S(=O)(=O)N(C)C3CCCCC3)cc2)cc(OC)c1OC,1,96,2,-1.7,7,-5,0,5,-2.5,1.7,-1.1
O=C(N/N=C/c1ccc(Br)s1)c1cccnc1,2,93,-4,0.4,-19,1,-28,17,2.2,6.0,-3.4
COc1cccc(C(=O)NNC2OC(CO)C(O)C2O)c1 (stereo not given),3,100,-9,-2.2,-7,-5,10,12,-1.2,5.2,-2.1
COc1ccc(S(=O)(=O)N2CCOC2CNC(=O)C(=O)NCCCN(C)C)cc1C (stereo not given),5,/,8,1.7,-4,-16,22,17,-1.0,-1.6,-3.4
O=C(N/N=C/c1cccnc1)c1cccc(NC(=O)c2ccccc2Cl)c1,-1,96,2,-1.6,0,-17,26,-1,-2.5,2.6,0.2
O=C(Cc1n[nH]c(=O)[nH]c1=O)N/N=C/c1cccc(O)c1,1,/,-3,0.8,-4,5,/,8,2.6,0.8,-1.4

# In another format: results already given
structure: CCN(CC)S(=O)(=O)c1ccc(N2CCc3ccccc3C2)nc1
  HTR5A ag ctr: -1	DSG3 Ab inh: 102	HTR5A inv ctr: 3	E coli growth: 0.1	SUMO Mot1 rescue: -13	PKA-R1A act: 9	PfHsp90 set2: -13	OPRM1-OPRD1 inv: 2	AddAB inh: 5.5	phage Ecoli inh: 0.6	MOR-DOR ag: -0.4

structure: Nc1scc[n+]1Cc1cccc2cccnc12
  HTR5A ag ctr: 6	DSG3 Ab inh: 100	HTR5A inv ctr: -17	E coli growth: 1.3	SUMO Mot1 rescue: 17	PKA-R1A act: -10	PfHsp90 set2: 2	OPRM1-OPRD1 inv: 6	AddAB inh: 0.6	phage Ecoli inh: 2.9	MOR-DOR ag: -1.1

# Next part:
SMILES,HTR5A ag ctr,DSG3 Ab inh,HTR5A inv ctr,E coli growth,SUMO Mot1 rescue,PKA-R1A act,PfHsp90 set2,OPRM1-OPRD1 inv,AddAB inh,phage Ecoli inh,MOR-DOR ag
Cc1ccc2oc(C(=O)NCC3CCOCC3)c(C)c2c1,-1,104,3,1.5,-4,-4,-16,3,2.8,0.6,-0.8
Cc1ccc2cc(COC(=O)C3CCCO3)c(=O)[nH]c2c1 (stereo not given),2,102,3,2.4,-8,5,-22,1,2.0,1.5,-0.2
COc1ccc2[nH]c3c(c2c1)CCN1C(=O)C(CC(=O)NCc2ccco2)C[C@H](C(=O)N2CCCCC2)[C@@]31CCc1ccccc1 (stereo not given in full),-1,96,3,-0.9,/,-9,2,24,1.1,3.7,-4.9
Cc1ccc(C2(c3noc(CN(C)Cc4ccccn4)n3)CCCC2)cc1,0,97,-1,-3.3,1,6,20,-7,-3.0,-0.1,1.5
COc1cc(NC(=O)COc2ccc(C)c(C)c2)ccc1NC(=O)c1ccco1,0,116,1,0.8,-21,5,11,-3,0.7,1.4,0.3
Cc1nn(-c2ccccc2)c(Cl)c1/C=C1\SC(=S)N(C)C1=O,0,105,18,-0.3,-2,-7,-3,5,4.2,1.4,-1.1
CS(=O)(=O)c1nc(-c2ccccc2)c(-c2ccccc2)[nH]1,0,107,-3,1.5,0,9,26,15,0.9,1.6,-3.0
O=C(Nc1ccc(N2CCCC(O)C2)cc1)c1snc2c(=O)[nH]cnc12 (stereo not given),-2,84,-11,-1.2,-1,-2,20,15,-1.3,-0.9,-2.8
CCOC(=O)c1c(C)[nH]c(C)c1S(=O)(=O)N1CCN(C(=O)c2ccco2)CC1,-1,/,5,-0.9,-9,-15,-2,13,-0.3,1.6,-2.4
CC1CCCC(C)N1CCNC(=O)CCn1nc(-c2ccccc2)ccc1=O (stereo not given),2,102,-14,-0.3,-1,-5,4,2,3.7,2.3,-0.3
CN(CC(=O)Nc1cccc(F)c1)CC(=O)N(C)CC(=O)Nc1ccccc1Br,2,/,2,3.5,/,4,8,13,3.8,-0.9,-3.4
Cc1ccc(NS(=O)(=O)c2cccc(C(=O)NCCc3c[nH]c4ccccc34)c2)c(C)c1,3,90,-9,-0.9,-6,-11,-9,-6,5.0,5.5,0.8
O=C1c2ccccc2C(=O)N1CN(C(=O)c1ccccc1)c1ccc(O)cc1,1,104,-7,-1.5,-19,1,-9,-2,1.6,5.4,0.3
O=C(Nc1cccc(Cl)c1)c1cnn2cccnc12,3,102,17,-0.7,-3,12,16,11,0.9,3.1,-2.1
Cc1ccc(Nc2nc3ccccc3n3nnnc23)cc1,1,86,-3,1.1,-5,-17,-4,-31,1.6,0.9,5.9
